Dynein cargo inh = dynein cargo transport inhibition | 3617.4 mouse cells, GR-EGFP nuclear translocation imaging; test concentration mostly 20 µM; stimulated with dexamethasone, 1 µM; stronger effect = lower value | z-score, hits read low | actives 0.47% (n = 220,000) | AID 1381;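 active = plate z-score of nuclear minus cytoplasmic receptor signal below a set negative limit, without overly bright fluorescence or cell loss, cut at about -3.5 in these data, passing the limit was not always enough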;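 note: z-score of nuclear minus cytoplasmic ring GR-EGFP intensity difference per well; some compounds called inactive have numbers as strong as hits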
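Also added – dexamethasone, 1.0 µM final · Buffer or medium – tet-free, stripped-serum medium · Schedule – induction 48 h, compound 1 h, agonist 30 min · Detection – formaldehyde fixation, Hoechst nuclear stain, 10x automated fluorescence imaging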
PhoP inhibition = inhibitors of PhoP regulon expression, primary screen, Salmonella Typhimurium, GFP reporter (AID 1863); inhibition, % at 50 µM; hits with a dose series show IC50 in µM; actives 0.16% (n = 300,000); S. Typhimurium PhoP-regulated promoter GFP reporter, 4 h; higher % means a stronger effect;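 active = inhibition over 29.93%, a cutoff 3 SD above the screen mean, later confirmed by dose response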;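 note: 0% = low Mg2+ inducing control and 100% = high Mg2+ repressing control; strong numbers were not always called active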
Autophagy mod = alters autophagy in cells | actives 0.98% (n = 190,000) | AID 463193 | calls only at 10 µM (by protocol) | MEF GFP-LC3 puncta imaging; test concentration mostly 10 µM;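 active = percentage of spot-positive cells more than 3 SD above its plate mean, without a fluorescence outlier flag or 80% toxicity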;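 note: spot-positive cell cutoff set from DMSO-treated cells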
CSM14.1 death rescue = rescue of cells from ER stress-induced death, primary screen, 384-well, CSM14.1, thapsigargin, ATP luminescence (AID 1222) | CSM14.1 thapsigargin-induced death rescue, ATP luminescence; higher % means a stronger effect | one-dose cellular ATP content (survival), % at 20 µM; EC50 in µM for titrated hits | 190,000 tested, under 10 active;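 active = EC50 below 50 µM in the dose-response confirmation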;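 note: death triggered by thapsigargin at about 15 µM added after 2 h compound pretreatment; cell ATP read after overnight thapsigargin exposure of roughly 18 to 22 hours; normalized against plate controls of thapsigargin alone and 5% DMSO vehicle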
Insulin prom up = MIN6 insulin promoter up-regulation. MIN6 insulin promoter-GFP reporter, high-content imaging; stronger effect = higher value. z-score at 5 µM. actives 0.3% (n = 190,000). AID 1625;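 active = z-score above 3 at 5 µM with at least 500 cells counted in the well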
T cell HTS = T cell immune modulation candidate | 2C CD8+ T cell-vesicle binding, flow cytometry; stronger effect = lower value | AID 2052 | calls only at 7 µM | actives 0.068% (n = 330,000);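 active = response, share of CD8 T cells binding vesicles, and their 90th percentile fluorescence all below set limits, cut at about 80% in these data, passing the limit was not always enough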
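Benchmarks: naked versus QL9-loaded vesicles / Assay system: purified 2C TCR transgenic mouse naive CD8+ T cells / Technique: high-throughput flow cytometry with anti-B7-1 and anti-CD8 staining / Timing: Cell–vesicle co-incubation 1.5 h at 37 °C, staining 20 min on ice / Read-out: percent CD8+ FL2 mean versus row control / Probe or stimulus: QL9-loaded Drosophila micro-vesicles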
b-catenin transl = beta-catenin nuclear translocation modulation; HeLa beta-catenin nuclear translocation, immunofluorescence imaging; nuclear translocation activity, % at 5 µM; actives 0.3% (n = 190,000); AID 1665;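 active = nuclear translocation activity above 50% at 5 µM, with a well cell count of 50 or more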;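 note: per-cell ratio of nuclear to cytoplasmic median beta-catenin stain intensity; plate controls were DMSO negative control for no effect and GSK-3 inhibitor IX positive control for full effect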
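Test system: human HeLa cells, native beta-catenin. Compound dosing: 5 µM primary single dose, 0.1% DMSO, 0.02–20 µM confirmation series. Incubation: compound exposure 24 h at 37°C. Detection: beta-catenin immunostaining with DAPI counterstain, 20x imaging, 6 fields/well. Read-out basis: Nuclear/cytoplasmic beta-catenin signal ratio, % activation.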
MT stabilize HCS = stabilizes microtubules in HeLa cells; % tubulin-high responders, % at 10 µM; HeLa tubulin immunostaining HCS, 24 h; share of cells brighter than vehicle mean+2SD; actives 0.83% (n = 200,000); AID 2205;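 active = plate Z-score above 3 for both tubulin-high and condensed-nucleus cell shares, with cell loss under 80%, at 10 µM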;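 note: anti alpha tubulin signal scored within the nucleus-defined area of each cell; some results filed as inactive read as strong as hits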
Lipid droplet = hepatic lipid droplet formation modulation. inhibition, % at 6.5 µM. actives 0.4% (n = 240,000). AML12 mouse hepatocytes, oleate lipid droplets, BODIPY imaging;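 active = lipid droplet intensity inhibited by at least 50%, with more than 500 cells counted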
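Material – AML12 mouse liver cells · Also added – oleate loading, 100 µM · Compound dosing – 6.5 µM single-point dosing · Times – overnight treatment with compound plus oleate · Measured by – fluorescence imaging, 20x objective, two fields per well · Read-out – percent inhibition of filter-corrected integrated lipid droplet intensity per well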
Dynein cargo inh cytoplasmic EGFP = second read-out of Dynein cargo inh, no call of its own (marks repeat the call); z-score; measured here: cytoplasmic GR-EGFP intensity; stronger effect = higher value
Dynein cargo inh nuclear GR-EGFP = further read-out of Dynein cargo inh, marked with its call; z-score; measured here: nuclear GR-EGFP intensity;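 lower value marks the stronger effect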
Dynein cargo inh cell count = recorded beside Dynein cargo inh, whose call it bears; z-score; measured here: cell count per field
Insulin prom up cell count = recorded beside Insulin prom up, whose call it bears; cell count; measured here: cytotoxicity, nuclei count;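 total cells summed across four imaged fields per well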
Lipid droplet cells 6.5 µM = also measured in Lipid droplet; calls as there; cell count; measured here: cell count, cytotoxicity flag;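 cells counted across two imaged fields per well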
b-catenin transl cell count 5 µM = recorded beside b-catenin transl, whose call it bears; cell count; measured here: cell count, cytotoxicity flag
T cell HTS vesicle-bound % = second read-out of T cell HTS, no call of its own (marks repeat the call); double positive events, %; measured here: CD8+ vesicle-bound cell fraction;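 binding gate set so that unloaded-vesicle control wells show 10% double positive cells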
MT stabilize HCS Hoechst-high % = recorded beside MT stabilize HCS, whose call it bears; % Hoechst-high responders; measured here: nuclear condensation Hoechst responders;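 share of cells brighter than vehicle mean plus two SD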
MT stabilize HCS cytotoxicity % = second read-out of MT stabilize HCS, no call of its own (marks repeat the call); toxicity, %; measured here: cytotoxicity by cell density;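 0% = mean cell density of plate MIN control wells and 100% = no cells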
Autophagy mod cell loss 18 h = second read-out of Autophagy mod, no call of its own (marks repeat the call); toxicity, %; measured here: cell loss, nuclei count;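 cell loss after 18 h compound exposure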
An asterisk follows results filed as active; i = inactive; x = no result given.

SMILES	Dynein cargo inh	Dynein cargo inh cytoplasmic EGFP	Dynein cargo inh nuclear GR-EGFP	Dynein cargo inh cell count	PhoP inhibition	Autophagy mod	Autophagy mod cell loss 18 h	CSM14.1 death rescue	Insulin prom up	Insulin prom up cell count	T cell HTS	T cell HTS vesicle-bound %	b-catenin transl	b-catenin transl cell count 5 µM	MT stabilize HCS	MT stabilize HCS Hoechst-high %	MT stabilize HCS cytotoxicity %	Lipid droplet	Lipid droplet cells 6.5 µM
Cc1ccc(S(=O)(=O)N2CCCCC2)cc1NC(=O)c1ccc2ccccc2n1	-0.42	-0.31	-0.33	0.74	-2%	i	8	-1.7%	0.08	1231	i	48	-1.1	906	3.5	2.7	6.1	-12	654
Cc1cc2c(NS(=O)(=O)c3ccc(F)cc3)cccc2nn1	-0.096	-0.24	-0.16	0.62	-9%	x	x	x	-1.2	1120	i	37	-0.5	1246	x	x	x	-20	720
Nc1nnc(CSCc2ccc(Cl)cc2Cl)s1	1.3	-0.25	0.61	-0.57	3%	i	11	1.9%	0.18	1250	i	59	-3.0	538	4.0	3.0	5.9	-2	659
O=C(CCc1ccc(S(=O)(=O)N2CCOCC2)cc1)N/N=C/c1ccc(O)c(O)c1O	-1.2	0.046	-0.73	1	1%	i	7	1.4%	0.12	1097	i	41	x	x	2.0	2.9	2.5	-29	561
CCOC(=O)C1CCCN(C(=O)c2cc(Nc3ccc(OC)c(OC)c3)nc3ccccc23)C1 (stereo unspecified)	0.34	-0.35	-0.023	0.11	-8%	i	0	-1.5%	-0.72	785	i	37	0.1	1290	3.9	1.6	9.9	x	x
Cc1ccc(C(=O)NCCn2cc(SCC(=O)Nc3cc(C)on3)c3ccccc32)cc1	-0.57	-0.21	-0.16	0.39	2%	i	-5	0.9%	-0.21	995	i	18	x	x	1.9	4.8	13	x	x
Clc1ccc(Cc2noc(Cc3ccccc3)n2)cc1Cl	1.2	-0.21	0.82	-1.1	-13%	i	0	x	0.26	1246	i	29	x	x	4.3	1.9	7.8	-4	677
O=C(CCCl)Nc1cc(SCCO)cc([N+](=O)[O-])c1	0.46	-0.19	0.51	-1	7%	i	-33	-0.3%	0.25	1408	i	57	-2.1	987	2.3	1.3	7.4	x	x
COc1ccc(OCCOC(=O)c2nc3nccc(C)n3n2)cc1	-0.73	-0.31	-0.41	-0.098	-5%	i	2	x	-0.45	1323	i	56	0.1	1102	3.8	2.3	6.7	22	698
COc1ccc(C(=O)NC2CCN(C(=S)Nc3cc(C)ccc3C)CC2)cc1	0.19	-0.2	-0.2	0.67	0%	i	5	-2.9%	-0.21	1717	i	65	2.9	987	1.8	1.4	5.2	-16	617
O=C(CSc1nc2ccccc2c(=O)[nH]1)NCc1ccc(Cl)cc1	-0.75	-0.31	-0.56	0.28	3%	i	1	-0.4%	-0.17	1032	i	28	x	x	0.7	1.6	11	7	781
COc1ccc(-n2c(=O)c(CCC(=O)N(C)Cc3ccccc3C)nc3ccccc32)cc1	0.14	0.16	0.093	-0.68	-11%	i	-2	-0.4%	0.37	1366	i	35	-2.3	1120	4.5	2.5	4.1	4	671

Entries of single compounds, looked up by structure. Values in the order: Dynein cargo inh, Dynein cargo inh cytoplasmic EGFP, Dynein cargo inh nuclear GR-EGFP, Dynein cargo inh cell count, PhoP inhibition, Autophagy mod, Autophagy mod cell loss 18 h, CSM14.1 death rescue, Insulin prom up, Insulin prom up cell count, T cell HTS, T cell HTS vesicle-bound %, b-catenin transl, b-catenin transl cell count 5 µM, MT stabilize HCS, MT stabilize HCS Hoechst-high %, MT stabilize HCS cytotoxicity %, Lipid droplet, Lipid droplet cells 6.5 µM
Profile of `COc1ccc(C(=O)NC2CCN(C(=S)Nc3cc(C)ccc3C)CC2)cc1` → 0.19, -0.2, -0.2, 0.67, 0%, i, 5, -2.9%, -0.21, 1717, i, 65, 2.9, 987, 1.8, 1.4, 5.2, -16, 617
Profile of `Clc1ccc(Cc2noc(Cc3ccccc3)n2)cc1Cl` → 1.2, -0.21, 0.82, -1.1, -13%, i, 0, x, 0.26, 1246, i, 29, x, x, 4.3, 1.9, 7.8, -4, 677

A draw from above in order of length of the SMILES, rising.
SMILES	Dynein cargo inh	Dynein cargo inh cytoplasmic EGFP	Dynein cargo inh nuclear GR-EGFP	Dynein cargo inh cell count	PhoP inhibition	Autophagy mod	Autophagy mod cell loss 18 h	CSM14.1 death rescue	Insulin prom up	Insulin prom up cell count	T cell HTS	T cell HTS vesicle-bound %	b-catenin transl	b-catenin transl cell count 5 µM	MT stabilize HCS	MT stabilize HCS Hoechst-high %	MT stabilize HCS cytotoxicity %	Lipid droplet	Lipid droplet cells 6.5 µM
Nc1nnc(CSCc2ccc(Cl)cc2Cl)s1	1.3	-0.25	0.61	-0.57	3%	i	11	1.9%	0.18	1250	i	59	-3.0	538	4.0	3.0	5.9	-2	659
Clc1ccc(Cc2noc(Cc3ccccc3)n2)cc1Cl	1.2	-0.21	0.82	-1.1	-13%	i	0	x	0.26	1246	i	29	x	x	4.3	1.9	7.8	-4	677
O=C(CCCl)Nc1cc(SCCO)cc([N+](=O)[O-])c1	0.46	-0.19	0.51	-1	7%	i	-33	-0.3%	0.25	1408	i	57	-2.1	987	2.3	1.3	7.4	x	x
O=C(CSc1nc2ccccc2c(=O)[nH]1)NCc1ccc(Cl)cc1	-0.75	-0.31	-0.56	0.28	3%	i	1	-0.4%	-0.17	1032	i	28	x	x	0.7	1.6	11	7	781
COc1ccc(C(=O)NC2CCN(C(=S)Nc3cc(C)ccc3C)CC2)cc1	0.19	-0.2	-0.2	0.67	0%	i	5	-2.9%	-0.21	1717	i	65	2.9	987	1.8	1.4	5.2	-16	617
Cc1ccc(S(=O)(=O)N2CCCCC2)cc1NC(=O)c1ccc2ccccc2n1	-0.42	-0.31	-0.33	0.74	-2%	i	8	-1.7%	0.08	1231	i	48	-1.1	906	3.5	2.7	6.1	-12	654
COc1ccc(-n2c(=O)c(CCC(=O)N(C)Cc3ccccc3C)nc3ccccc32)cc1	0.14	0.16	0.093	-0.68	-11%	i	-2	-0.4%	0.37	1366	i	35	-2.3	1120	4.5	2.5	4.1	4	671

Source: PubChem
